p53 reactivator – restores transcriptional activity of mutant p53 | H1299 p53-A138V BP100-luciferase reporter, luminescence, 24 h | Potency, µM (series often up to 92.2 µM), without a hit: top-dose activity change, positive = activation, actives largely listed as activators | actives 0.063% (n = 320,000) | AID 504706; further: potency means the concentration at half of the fitted maximal effect; % of control where 0% means no effect; nearly all actives have a fitted effect of over 45% in size
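H1299 (p53-null), stable ts p53-A138V + BP100-Luc; 1000 cells/well, Opti-MEM/10% FBS; cpd 4 pt, 1:5; 24 h, 37 deg C, 5% CO2; detection reagent 10 min RT; luminescence.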
ELG1 genotoxic – genotoxicity induction in ELG1-luciferase HEK293T cells. Potency, µM (series often up to 46 µM), for inactives: at the top dose activity change, positive = activation, actives largely listed as activators. actives 1.3% (n = 330,000). HEK293T ELG1-luciferase reporter, luminescence, 16 h; further: potency means the concentration at half of the fitted maximal effect; % of control where 0% means no effect; nearly all actives have a fitted effect of over 60% in size
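DMSO vehicle served as control against compound-treated ELG1-luciferase HEK293T cells; exposure lasted 16 hr at 37 °C and 5% CO2, followed by ONE-Glo luminescence detection after 30 min.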
USP2a inh – blocks human ubiquitin-specific protease USP2a; USP2 core, Ub-CHOP2 coupled fluorogenic reporter, 485/531; Potency, µM (series often up to 38.3 µM), without a hit: top-dose activity change, negative = inhibition, hits mostly inhibitors; O75604; actives 0.01% (n = 330,000); AID 463254;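 further: potency means the concentration at half of the fitted maximal effect; plate controls were DMSO wells for no effect and full inhibition by NEM control for full effect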
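Cell-free coupled assay: 10nM USP2 core preincubated 30min RT with compound in Tris-HCl pH 8.0/CaCl2/CHAPS buffer, then 25nM Ub-CHOP2 and 25nM reporter substrate; fluorescence (Ex 485/Em 531) read after 60min RT, normalized to NEM inhibition, concentration-response curves fitted.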
PTAP TSG101 blk – blocks PTAP/TSG101 interaction to inhibit HIV-1 budding; Fluorescence polarization, FITC-PTAP peptide / Tsg101 binding; Potency, µM (highest dose often 115 µM), without a hit: at the top dose activity change, negative = inhibition, usual class: inhibitors; 340,000 tested, under 10 active; AID 493005; active means well fitted inhibition curve with a large enough effect in the main read-out, with a control signal flat, not every such curve was filed as active; inconclusive means small, poorly fitted or top-dose-only effect, or effect the other way, or a change in a side signal; inactive means no such curve, though single readings can be large or run the other way; further: potency means the concentration at half of the fitted maximal effect; % of control where 0% means no effect
Target sequence (Q99816 whole entry, looked up): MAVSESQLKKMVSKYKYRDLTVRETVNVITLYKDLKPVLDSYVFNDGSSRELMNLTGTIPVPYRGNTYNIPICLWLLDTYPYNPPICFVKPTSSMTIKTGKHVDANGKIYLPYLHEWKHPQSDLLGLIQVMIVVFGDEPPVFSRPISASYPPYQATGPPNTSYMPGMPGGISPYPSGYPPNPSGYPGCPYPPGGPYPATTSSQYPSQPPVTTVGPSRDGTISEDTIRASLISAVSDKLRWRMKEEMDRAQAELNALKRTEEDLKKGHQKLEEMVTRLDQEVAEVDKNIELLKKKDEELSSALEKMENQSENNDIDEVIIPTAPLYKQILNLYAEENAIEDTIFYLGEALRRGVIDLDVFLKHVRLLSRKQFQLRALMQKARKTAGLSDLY
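Fluorescence anisotropy tracks displacement of a FITC-tagged PTAP peptide (50 nM) from the Tsg101 binding domain (10 uM), following a 20 min room-temperature incubation at pH 7.5.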
S-ASM inh – blocks human secretory acid sphingomyelinase; P17405; placental ASM, HMU-PC fluorogenic substrate, 60 min; Potency, µM (top dose mostly 57.5 µM), without a hit: at the top dose activity change, negative = inhibition, most hits filed as inhibitors; actives 0.006% (n = 340,000); further: potency means the concentration at half of the fitted maximal effect
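qHTS format. ASM enzyme prepared from human placenta hydrolyses the fluorogenic substrate HMU-PC0 (9 uM final) over 60 min at 37 °C after a 10 min compound preincubation.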
uPA generation – cell surface uPA generation inhibition; cell surface uPA generation assay, qHTS; actives 0.31% (n = 330,000); Potency, µM (series often up to 38.3 µM), for inactives: top-dose activity change, negative = inhibition, most hits filed as inhibitors; active means well fitted inhibition curve with a large enough effect; inconclusive means small, poorly fitted or top-dose-only effect; inactive means no such curve, though single readings can be large or run the other way; tested in mouse RAW 264.7 cells; further: potency means the concentration at half of the fitted maximal effect; on the % scale 0 is the no-effect control and ±100 the full control effect; nearly all actives have a fitted effect of over 55% in size
TRPV1 ag – activates the human vanilloid receptor TRPV1; Q8NER1; TRPV1-expressing cells, Fluo-8 calcium influx, agonist mode; activation, % at 8.33 µM; actives 0.19% (n = 320,000); in the data active means activation above about 80%; inconclusive means between about 30% and that limit; further: 0% is about no effect
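Cells expressing TRPV1 were dye-loaded with Fluo-8 and read kinetically: 10 s baseline, 3 min after compound (agonist portion), then 2 min after EC20 capsaicin (allosteric enhancer portion). Calcium-bound dye fluorescence at 480/520 nm.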
BRCA1 expr up – increases BRCA1 expression; MCF7-BRCA1-FFLuc reporter, luminescence, 48 h; response scale: scaled: vehicle 0%, 10 µM genistein 100%; Potency, µM (titrated, usually from 46.1 µM), inactives show at the highest dose activation, hits mostly activators; actives 1.1% (n = 380,000); AID 624202; further: potency means the concentration at half of the fitted maximal effect; nearly all actives have a fitted effect of over 80% in size; some results filed as inactive show a strong effect at the top dose
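MCF7-BRCA1-FFLuc cells, 2000/well in phenol-red-free MEM, attached 2 h then treated 48 h at 37 C. Luciferase luminescence read 15 min after reagent; normalized to genistein maximum activation (10microM) and DMSO, concentration-response fitted.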
Eya2 phos inh – inhibitors of human Eya2 phosphatase activity; O00167; actives 0.006% (n = 330,000); recombinant Eya2, OMFP fluorescence dephosphorylation (OMFP is methylfluorescein phosphate); Potency, µM (doses to about 76.9 µM), without a hit: top-dose activity, negative = inhibition, most hits filed as inhibitors; further: potency means the concentration at half of the fitted maximal effect; on the % scale 0 is the no-effect control and ±100 the full control effect
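Eya2 protein (added as 0.2 uM solution) was preincubated with compound for 10 min at ambient temperature in 50 mM HEPES pH 7.5, 50 mM NaCl, 5 uM MgCl2, 0.05% BSA, 1 mM DTT. OMFP (added at 50 uM) then reacted 10 min; fluorescence read at 485/525 nm.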
B2AR arrestin – recruits beta-arrestin to the human beta2-adrenergic receptor; beta-arrestin recruitment to beta2AR, cell-based reporter; Potency, µM (top dose mostly 46.1 µM), for inactives: top-dose activation, hits mostly activators; actives 0.02% (n = 330,000); AID 492947;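 further: potency means the concentration at half of the fitted maximal effect; 0% = DMSO controls and full agonism = EC100 isoproterenol or metaproterenol; nearly all actives have a fitted effect of over 65% in size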
Target sequence (P07550 whole entry, looked up): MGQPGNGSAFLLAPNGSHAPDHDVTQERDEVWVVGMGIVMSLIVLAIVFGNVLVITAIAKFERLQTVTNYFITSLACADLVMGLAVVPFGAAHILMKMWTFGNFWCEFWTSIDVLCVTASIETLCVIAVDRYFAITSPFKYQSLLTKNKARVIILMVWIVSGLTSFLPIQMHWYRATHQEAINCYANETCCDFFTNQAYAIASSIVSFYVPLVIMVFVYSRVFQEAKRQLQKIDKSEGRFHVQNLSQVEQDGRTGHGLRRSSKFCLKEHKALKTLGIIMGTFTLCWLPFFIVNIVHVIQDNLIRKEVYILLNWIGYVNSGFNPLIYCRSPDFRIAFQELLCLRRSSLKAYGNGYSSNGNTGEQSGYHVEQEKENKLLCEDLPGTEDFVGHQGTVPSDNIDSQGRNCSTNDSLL
Integrin act MD – integrin-mediated muscular dystrophy alleviation activation; alpha7betagal myoblasts, beta-gal FDG fluorescence, 48 h; actives 0.064% (n = 350,000); Potency, µM (titrated, usually from 38.3 µM), without a hit: at the highest dose activation, most hits filed as activators;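 further: potency means the concentration at half of the fitted maximal effect; 100% = response of the positive control SU9516; nearly all actives have a fitted effect of over 60% in size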
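alpha7betagal+/- myoblasts (passage 13, 250/well) treated 48 h at 37C with compounds at 1:260 dilution of DMSO stock. Lysed, then beta-galactosidase activity read as FDG fluorescence (ex 480/em 540) after 30 min, with pre-read for autofluorescence.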
An asterisk follows results filed as active; ? = inconclusive; . = not tested or not shown; [ ] = dose if it differs, or a comment. Unless noted, the call rests on the fitted dose curve; in most records, active means well fitted curve in the direction sought with a large enough effect; inconclusive means small, poorly fitted or top-dose-only effect, or another doubt; inactive means no such curve, though single readings can be large; an effect the other way counts as inactive or inconclusive.

SMILES	p53 reactivator	ELG1 genotoxic	USP2a inh	PTAP TSG101 blk	S-ASM inh	uPA generation	TRPV1 ag	BRCA1 expr up	Eya2 phos inh	B2AR arrestin	Integrin act MD
O=C(COc1ccc(Cl)cc1Cl)NCCCCc1ccccc1	4%	0%	0%	-6%	-10%	.	25	0%	-7%	-0.1%	-26%
C=CCC1NS(=O)(=O)OC(COC)C1C (stereo unspecified)	8%	1%	0%	-3%	-2%	-8%	0	22%	-2%	-0.9%	23%
O=C(Nc1ccc2[nH]c(=O)[nH]c2c1)c1ccc(Cl)c(Cl)c1	3%	13%	6%	1%	-3%	1%	?	2%	13%	-0.1%	2%
COc1ccc(N2CCC(CNC(=S)Nc3c(C)cc(C)cc3C)C2)cc1 (stereo unspecified)	4%	-5%	0%	-4%	-11%	7%	0	-11%	-24%	0.6%	33%
Cc1ccc(-n2c(=S)sc3c(=O)n(-c4ccc(F)cc4)c(SCC(=O)O)nc32)cc1C	0%	-3%	-1%	-4%	-1%	0%	-6	-16%	-3%	-0.7%	7%
O=C(NC(=S)Nc1ccc(S(=O)(=O)NC2CCCCC2)cc1)c1cccs1	27%	-9%	-2%	1%	-9%	3%	-3	-62%	1%	0.2%	-20%
OCC[C@H]1C[C@H](O)[C@@H](O)[C@]2(CCc3ccccc3CO2)O1	4%	0%	1%	0%	-7%	7%	2	-1%	15%	-2.3%	9%
CCCCn1c(N)c(N(C)C(=O)c2cccc(-n3cnnn3)c2)c(=O)[nH]c1=O	3%	1%	2%	4%	6%	5%	.	7%	4%	0.1%	-18%
Nc1cc[n+](CC(=O)c2ccc3c(c2)OCCO3)cc1	-10%	-1%	0%	-3%	-1%	4%	1	-25%	0%	-1.6%	-42%
Cc1nc(CCNC(=O)Cc2ccc(F)cc2)cs1	1%	0%	2%	-2%	3%	-5%	-5	14%	5%	-0.3%	-1%
O=C1CCC/C=C\C[C@H](CC(=O)N(CCO)Cc2ccccc2)C(=O)N2CCC[C@@H]2CO1	-2%	4%	2%	.	1%	7%	.	5%	8%	-0.1%	8%
Cc1ccc(Cn2ccc(NC(=O)c3nn(C)cc3Cl)n2)cc1	18%	12%	-2%	-4%	2%	-2%	27	?	12%	-0.2%	3%
Cc1ncc(CO)c(CO)c1O	3%	2%	1%	1%	5%	-6%	1	12%	11%	0.4%	.
COc1cc(NC(=O)Nc2ccccc2OC)c(OC)cc1NC(=O)CN1CCCCC1	1%	-2%	1%	-4%	-1%	8%	2	-8%	2%	-0.9%	13%
Fc1ccccc1N1CCN(C2CCCN(Cc3ccccc3C(F)(F)F)C2)CC1 (stereo unspecified)	-2%	-8%	2%	0%	-1%	-5%	0	-21%	-1%	-0.4%	14%
CC1CN(S(=O)(=O)c2ccc(C(=O)NCCCn3ccnc3)cc2)CC(C)O1 (stereo unspecified)	-3%	-18%	2%	1%	6%	7%	-2	11%	6%	-0.2%	-44%
COc1ccc(-c2cc(C(=O)Nc3cc(OC)c(OC)c(OC)c3)no2)cc1	6%	7%	3%	-3%	0%	-6%	0	-6%	4%	-0.7%	-14%
O=C(Nc1ccncc1)c1ccc(N2CCCC2=O)cc1	3%	?	1%	-4%	3%	-4%	13	15%	-29%	-0.2%	5%
COc1cc(C(C(=O)NC2CCCCC2)N(Cc2ccco2)C(=O)c2cnccn2)cc(OC)c1OC (stereo unspecified)	1%	0%	-2%	0%	-1%	-3%	-2	-1%	7%	0.3%	8%
Cc1[nH]c2ccccc2c1SCC(=O)N1CCCCC1	1%	-3%	0%	1%	-1%	-5%	0	1%	?	0.1%	-14%
Cc1nc(COC(=O)c2cc(O)c3ccccc3c2O)cs1	-1%	0%	0%	-4%	3%	5%	?	-49%	8%	0.0%	4%
COc1ccc(C2N(c3ccc(C)cc3)CCN2c2ccc(C)cc2)cc1O	12%	4%	-1%	1%	?	3%	5	0%	1%	0.1%	16%
COc1cc(/C(=C/c2ccccc2)c2ccccc2)c2c(c1)oc1ccccc12	.	2%	3%	2%	84%	7%	4	-3%	-1%	-0.3%	-11%
O=C(O)/C=C/C(=O)N1CCc2ccccc21	23%	0%	3%	96%[activator]	0%	14%	1	-34%	7%	-0.3%	-54%[inhibitor]
COC(=O)C1(S(=O)(=O)c2cccc3nsnc23)CC1	-1%	0%	2%	-1%	-1%	7%	-1	-9%	7%	-0.6%	5%
CCCCCN(C(=O)CCC(=O)OC(C)C(=O)c1ccc(Cl)cc1)c1c(N)n(CCCC)c(=O)[nH]c1=O (stereo unspecified)	5%	2%	-1%	1%	2%	-4%	1	-4%	-21%	0.3%	-1%
O=C(Nc1ccc2c(c1)OCCO2)C1CCCN(c2ncccn2)C1 (stereo unspecified)	9%	?	-1%	-2%	3%	0%	?	10µM*	26%	-1.1%	-8%
Cc1ccc(Cn2nnc3c(=O)[nH]c(C(=O)NCc4ccco4)nc32)cc1	-4%	4%	3%	-11%	-1%	.	1	0%	3%	-0.6%	14%
Cc1cccc(C)c1NC(=S)NCCCN1CCCC1=O	14%	1%	2%	0%	4%	-1%	1	6%	9%	-1.6%	9%
Cn1ccnc1SCC(=O)N1CCc2ccccc21	?	?	2%	-3%	-1%	0%	1	74%	-4%	-0.2%	10%
N#CCc1ccc(NC(=O)c2ccc(S(=O)(=O)N3CCCC3)cc2)cc1	2%	-8%	-6%	-7%	2%	4%	?	-18%	-3%	-0.4%	42%
COc1ccc(/C=C(/NC(=O)c2ccc(C)cc2)c2nc3ccccc3[nH]2)cc1OC	-4%	0%	1%	-1%	5%	-12%	14	-1%	0%	-3.0%	0%
CCCc1cc(=O)n2nc(N3CCC(C(=O)N4CCN(c5cccc(OC)c5)CC4)CC3)sc2n1	7%	-10%	2%	-6%	-1%	3%	1	-10%	1%	-0.5%	-5%
CCOc1ccc2nc(SCC(=O)N(CCOC)c3c(N)n(Cc4ccccc4)c(=O)[nH]c3=O)[nH]c2c1	3%	8%	0%	-5%	2%	-21%	-2	-19%	5%	0.3%	-9%
COC(=O)CCSCC(=O)Nc1nnc(C)s1	-3%	-6%	1%	-1%	10%	-6%	1	0%	-9%	-0.1%	-7%
CC(C)(C)c1cc(C(=O)NCc2ccco2)ccn1	-3%	-4%	3%	.	1%	-2%	-1	-32%	-8%	0.4%	-21%
CCCCN(C(=O)CN1CC(C)OC(C)C1)c1c(N)n(CC(C)C)c(=O)[nH]c1=O (stereo unspecified)	-12%	0%	0%	1%	5%	3%	-4	7%	5%	-0.5%	25%
Cc1cc(N2C(=O)C(O)=C(C(=O)c3cc4ccccc4o3)C2c2ccc(Cl)cc2)no1 (stereo unspecified)	3%	0%	2%	-10%	11%	10%	-12	0%	12%	0.1%	21%
COC(=O)c1cc(Br)c(=O)n(CCN2CCCC2)c1	1%	0%	3%	-4%	2%	2%	2	-1%	-1%	-1.7%	0%
C/C(CC(=O)Nc1cc(C)ccn1)=N\NC(=O)c1cccc(C)c1	?	-13%	-7%	0%	4%	-30%	?	30%	3%	0.8%	13%
CCN1CCN(c2ncnc3scc(-c4ccc(C)cc4)c23)CC1	2%	-14%	-2%	3%	2%	5%	8	8%	3%	-0.1%	-32%
Cc1ccc(-n2nc(C)c3c(C)c(CCC(=O)Nc4ccc(CN5CCCC5)cc4)c(C)nc32)cc1	1%	-1%	4%	-9%	-18%	-2%	?	-73%	-11%	-0.5%	-35%
CC(=O)c1cccc(NC(=O)C2C3C=CC(C4CC34)C2C(=O)O)c1 (stereo unspecified)	-1%	-1%	1%	-10%	-1%	6%	-1	-12%	-2%	-0.7%	2%
COc1cc(C2C(C#N)=C(N)Oc3n[nH]c(-c4cccnc4)c32)cc(Br)c1O (stereo unspecified)	-2%	9%	1%	-6%	-3%	1%	1	2%	9%	0.1%	13%

Gathered by group, the compounds so far containing a COOH group.
SMILES	p53 reactivator	ELG1 genotoxic	USP2a inh	PTAP TSG101 blk	S-ASM inh	uPA generation	TRPV1 ag	BRCA1 expr up	Eya2 phos inh	B2AR arrestin	Integrin act MD
Cc1ccc(-n2c(=S)sc3c(=O)n(-c4ccc(F)cc4)c(SCC(=O)O)nc32)cc1C	0%	-3%	-1%	-4%	-1%	0%	-6	-16%	-3%	-0.7%	7%
O=C(O)/C=C/C(=O)N1CCc2ccccc21	23%	0%	3%	96%[activator]	0%	14%	1	-34%	7%	-0.3%	-54%[inhibitor]
CC(=O)c1cccc(NC(=O)C2C3C=CC(C4CC34)C2C(=O)O)c1 (stereo unspecified)	-1%	-1%	1%	-10%	-1%	6%	-1	-12%	-2%	-0.7%	2%

Screening data deposited in PubChem BioAssay by National Center for Advancing Translational Sciences (NCATS).
